# From PubChem
# TMEM16A inh = mouse TMEM16A channel inhibition, primary screen; Q8BHY3; HEK293 TMEM16A/YFP iodide influx fluorescence, ionomycin; actives 1.2% (n = 310,000); normalized B-score (activity score, 25-100; higher = stronger inhibition) at 10 µM;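 active means ratio plate-corrected score three or more library SD toward inhibition, starting fluorescence score within five deviations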;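 further: score derived from kinetic fluorescence span divided by baseline fluorescence per well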
# HDAC3 inhib = inhibitors of human histone deacetylase 3. actives 0.15% (n = 320,000). AID 2718. inhibition, % at 8.3 µM. O15379. recombinant HDAC3, fluorogenic peptide/trypsin coupled, fluorescence; in the data active means inhibition above about 26%, passing the limit was not always enough; inconclusive means no clear call, values can overlap the other calls
# Target sequence (O15379 whole entry, looked up): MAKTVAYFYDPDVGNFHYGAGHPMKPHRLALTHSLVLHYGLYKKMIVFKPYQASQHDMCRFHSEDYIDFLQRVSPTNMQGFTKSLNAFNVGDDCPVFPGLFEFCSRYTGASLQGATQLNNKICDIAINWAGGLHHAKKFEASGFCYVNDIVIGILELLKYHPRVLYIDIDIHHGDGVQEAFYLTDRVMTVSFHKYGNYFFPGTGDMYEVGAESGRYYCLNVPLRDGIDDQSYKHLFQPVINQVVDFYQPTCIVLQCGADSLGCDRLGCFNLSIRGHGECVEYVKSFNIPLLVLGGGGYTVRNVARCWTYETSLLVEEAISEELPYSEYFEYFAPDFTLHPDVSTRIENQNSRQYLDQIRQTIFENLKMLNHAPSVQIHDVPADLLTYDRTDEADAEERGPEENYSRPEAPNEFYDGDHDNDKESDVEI
# MrgX1 PAM = human MrgX1 positive allosteric modulation, primary screen; Q96LB2; MrgX1-HEK293, Fluo-4 calcium flux, FDSS; hits give high values; B-score at 10 µM; actives 0.63% (n = 310,000);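 active means plate-corrected calcium response at least 3 library SD above typical, normal starting fluorescence, not activating the receptor alone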;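 further: compound read alongside a low EC10 to EC30 dose of BAM8-22 agonist; peak minus trough fluorescence over baseline measured at the second addition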
# Target sequence (Q96LB2 whole entry, looked up): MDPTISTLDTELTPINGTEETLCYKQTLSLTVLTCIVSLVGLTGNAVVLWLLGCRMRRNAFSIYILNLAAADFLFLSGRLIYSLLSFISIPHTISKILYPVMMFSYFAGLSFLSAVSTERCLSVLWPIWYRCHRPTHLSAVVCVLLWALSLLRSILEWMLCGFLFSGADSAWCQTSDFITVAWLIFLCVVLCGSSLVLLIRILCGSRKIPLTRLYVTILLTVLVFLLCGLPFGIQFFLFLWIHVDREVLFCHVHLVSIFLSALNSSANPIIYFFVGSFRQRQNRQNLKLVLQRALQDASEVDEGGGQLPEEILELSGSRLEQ
# TRPC6 activator = mouse TRPC6 channel activation. B-score at 10 µM. Q61143. actives 0.13% (n = 310,000). HEK293-TRPC6 membrane potential dye fluorescence; hits give high values;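 active means B-score of the integrated fluorescence ratio above library mean plus 3 SD, and starting fluorescence ratio within library mean plus 5 SD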;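 further: higher score means more depolarization so channel activation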
# MrgX1 ag = agonists of human MrgX1 receptor. MrgX1-HEK293 cells, Fluo-4 calcium fluorescence, agonist mode; hits give high values. B-score at 10 µM. actives 0.44% (n = 310,000);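 active means calcium response B-score plate-corrected fluorescence ratio at least 3 library SD, with starting fluorescence B-score inside 5 SD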
#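 Material: MrgX1-expressing HEK293 cells; input: 15,000 cells per well; doses: test compound given as first of three sequential additions; schedule: overnight plating before 1 h dye loading; technique: Fluo-4 NW calcium-flux fluorescence, kinetic read; evaluation: baseline-normalised fluorescence change ratio, B-scored; control set: plate-wise positive and negative controls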
# TRPC6 inhibitor = mouse TRPC6 channel inhibition. actives 1.1% (n = 310,000). HEK293-TRPC6, membrane potential dye, ACh-evoked depolarization; hits give low values. Q61143. B-score at 10 µM;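 active means B-score under library mean minus 3 SD, initial fluorescence not abnormally high, positive integrated signal ratio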;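 further: B-score derived from integrated fluorescence ratio over the kinetic read; more negative B-score means stronger inhibition of depolarization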
# ANO1 activ = activates or potentiates the mouse TMEM16A chloride channel; Q8BHY3; HEK293 TMEM16A/YFP-H148Q/I152L, iodide quench fluorescence; hits give low values; B-score at 10 µM; actives 0.3% (n = 340,000); AID 623877;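 active means fluorescence-ratio B-score plate-corrected deviation score at least 3 library SD below zero, with starting fluorescence score within 5 deviations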;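 further: channel opened by trigger with iodide after compound preincubation; score built on the fluorescence ratio of max minus min over baseline; more negative score means more quench and so TMEM16A activation or potentiation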
# SKKanGAS inh = SKKanGAS growth inhibition; S. pyogenes SKKanGAS, kanamycin growth, BacTiter-Glo, 6 h; inhibition, % at 7.5 µM; actives 1.3% (n = 300,000); AID 1662;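 active means mean replicate score, as percent of positive control median, at least 50; inconclusive means mean below 50 but one replicate at or above 50; inactive means mean and every replicate below 50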;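 further: strain carries kanamycin resistance gene driven by streptokinase promoter and grows in 40 µg/ml kanamycin; loss of luminescence reflects streptokinase promoter inhibition or plain growth inhibition; 0% = median of DMSO wells and 100% = positive control at its reference dose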
# RGS4 pot = RGS4 potentiation or activation | HEK293 M3R/inducible RGS4, carbachol calcium flux Fluo4; hits give low values | B-score at 10 µM | actives 0.92% (n = 310,000) | AID 463111;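 active means B-score of the integrated calcium signal more than 4 SD below the library mean, with starting fluorescence not abnormally high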;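 further: negative B-score means reduced calcium response which marks RGS4 activation or potentiation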
#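 Material: Inducible-RGS4 HEK293 cells carrying M3 receptor; also added: carbachol at ECmax as muscarinic agonist stimulus; incubation: compound preincubation 20 min at room temperature before agonist; signal: Fluo4-AM (2 µM) calcium-flux fluorescence, kinetic read; measure: integrated calcium ratio converted to B score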
# MrgX1 antag = blocks BAM8-22 activation of human MrgX1 receptor. Q96LB2. MRGX1-HEK293 calcium flux, Fluo-4, BAM8-22 antagonism; hits give low values. B-score at 10 µM. actives 1.3% (n = 310,000). AID 588676;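 active means calcium-response B-score plate-corrected more than 3 library SD below zero, starting fluorescence within 5 deviations, no agonist response on first addition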;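 further: peak minus trough fluorescence over baseline after final BAM8-22 challenge near maximal dose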
# RGS4 block = inhibitors of human RGS4. P49798. HEK293 M3R/RGS4 inducible, Fluo-4 calcium flux; hits give high values; triggered by carbachol at its EC20. B-score at 10 µM. actives 0.45% (n = 310,000). AID 463165;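 active means B-score, a plate-corrected calcium signal, over three deviations above library mean, with baseline fluorescence within five deviations of library mean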;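 further: RGS4 expression induced by doxycycline in cells with stable M3 receptor; B-score is computed from the integrated fluorescence ratio over baseline after carbachol; higher B-score means a larger calcium signal and so more RGS4 inhibition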
# Target sequence (P49798 whole entry, looked up): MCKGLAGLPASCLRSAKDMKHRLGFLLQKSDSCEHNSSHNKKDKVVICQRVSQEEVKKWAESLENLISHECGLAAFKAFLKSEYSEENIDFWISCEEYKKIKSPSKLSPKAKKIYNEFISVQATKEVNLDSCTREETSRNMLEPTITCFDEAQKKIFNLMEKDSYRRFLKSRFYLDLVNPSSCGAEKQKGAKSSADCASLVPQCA
# * hit, by the source's call; i = inactive; ? = inconclusive; . = not tested or not shown.
SMILES,TMEM16A inh,HDAC3 inhib,MrgX1 PAM,TRPC6 activator,MrgX1 ag,TRPC6 inhibitor,ANO1 activ,SKKanGAS inh,RGS4 pot,MrgX1 antag,RGS4 block
CSCCC(NC(=O)c1ccc(Cl)cc1)C(=O)OCC(C)=O (stereo unspecified),i,-2.4,i,i,i,i,i,-3.3,i,i,i
COc1ccc(C(=O)N2CC3(CC(c4cccc([N+](=O)[O-])c4)=NO3)C[C@H]2C(=O)NCC(N)=O)cc1 (stereo partly specified),i,-5.0,i,i,i,i,i,3.0,i,i,i
COc1ccc(CCNc2c(C)c(C)nc3ncnn23)cc1,i,2.6,i,i,i,i,i,5.8,i,i,i
Cc1c(/C=N/NC(=O)c2ccccc2O)c2ccccn2c1C(=O)c1ccc(F)cc1,100*,.,i,i,i,i,i,29.3,i,-7.13*,i
O=C(NCc1ccccn1)Nc1cccc(Cl)c1Cl,i,-11.7,i,i,i,i,i,0.7,i,i,i
CCc1c(C)nc(N)n2c(SCC(=O)Nc3ccccc3OC)nnc12,i,-1.8,i,i,i,i,.,.,i,i,i
CCCCNc1nnc(Cc2ccc(Cl)cc2)c(=O)[nH]1,i,0.6,i,i,i,i,i,-0.9,i,i,i
O=C1CCN(Cc2ccc(O)cc2)CCN1[C@H](CO)c1ccccc1,i,-5.8,i,i,i,i,i,3.5,i,i,i
CCOC(=O)c1c(CN2CCN(c3ccccc3)CC2)oc2cc(Br)c(O)cc12,i,19.7,i,i,i,i,i,0.3,i,i,i
CCCCNCCCOc1cccc(Cl)c1,i,-1.4,i,i,i,i,i,4.8,i,i,i
COc1ccc(C(=O)CCC(=O)O)cc1,i,3.8,i,i,i,i,i,-1.8,i,i,i
O=C1NC(=S)S/C1=C\c1ccc(SCc2ccccc2)o1,i,8.4,i,.,i,.,i,.,.,i,.

# The closing 2 records of the section above are carried over, then new ones follow.
SMILES,TMEM16A inh,HDAC3 inhib,MrgX1 PAM,TRPC6 activator,MrgX1 ag,TRPC6 inhibitor,ANO1 activ,SKKanGAS inh,RGS4 pot,MrgX1 antag,RGS4 block
COc1ccc(C(=O)CCC(=O)O)cc1,i,3.8,i,i,i,i,i,-1.8,i,i,i
O=C1NC(=S)S/C1=C\c1ccc(SCc2ccccc2)o1,i,8.4,i,.,i,.,i,.,.,i,.
C[C@@H]1NC(=O)[C@H](CCC(N)=O)NC(=O)c2cc([N+](=O)[O-])cc(I)c2NCC[C@@H](C(N)=O)NC1=O,i,5.0,i,.,i,.,.,.,.,i,.
Cc1cc(C)c(NC(=O)CSc2nnc(-c3ccncc3)n2Cc2ccco2)c(Cl)c1,i,-2.0,i,i,i,i,i,6.2,i,i,i
O=C(O)CCSCC(=O)Nc1c(C(=O)C2CC2)oc2ccccc12,i,4.7,i,i,i,i,i,2.0,i,i,i
CC(C)CCNC(=O)C(c1ccco1)N(Cc1cccs1)C(=O)Cn1nnc2ccccc21 (stereo unspecified),.,.,.,14.9*,.,i,.,1.4,i,.,i
CCOC(=O)c1c(C)[nH]c(C(=O)OCCOc2ccc(Cl)cc2)c1C,i,5.1,i,i,i,i,i,-17.0,i,i,i
CCOC(=O)c1cccc(NC(=O)CCn2c(=O)oc3ccccc32)c1,i,4.8,i,i,i,i,i,0.7,i,i,i
Cc1nc2ccc(OC(=O)c3ccccc3)cc2s1,i,3.7,i,i,i,i,i,2.7,i,i,i
O=C(c1sc2ccccc2c1Cl)N1CCN(c2ncccn2)CC1,i,-4.8,i,i,i,i,i,-12.1,i,i,i
CC(=O)N1CCN(S(=O)(=O)c2cccc(C(=O)N(Cc3ccccc3)c3cccc(C)c3)c2)CC1,i,6.2,i,i,i,i,i,-17.2,i,i,i
O=C(Nc1ccc(Cl)cc1)c1cc2nc(-c3ccco3)cc(C(F)(F)F)n2n1,i,-4.7,i,i,i,i,i,10.9,i,i,i
S=C(NCc1ccncc1)Nc1ccc(Cl)cc1Cl,i,4.0,i,i,i,i,i,15.0,i,i,i
O=C(NN1C(=O)C2C3CCC(O3)C2C1=O)c1ccc(Br)o1 (stereo unspecified),i,-2.9,i,i,i,i,i,-5.7,i,i,i
O=C(O)C1C2C=CC3(CN(Cc4ccccn4)C(=O)C13)O2 (stereo unspecified),i,-5.3,i,i,i,i,i,0.4,i,i,i
CNC(=O)CSc1nc2nc(C)cc(C)n2n1,i,-3.6,i,i,i,i,i,-2.2,i,i,i
O=S(=O)(c1cccc2nsnc12)N1CCc2ccccc2C1,i,7.6,i,i,i,i,i,-3.4,i,i,i
O=S(=O)(O)c1cccc(N=Nc2c(O)ccc3ccccc23)c1,i,12.0,i,i,i,i,i,7.8,i,i,i
Cc1ccc(C(C(=O)NCc2ccc(F)cc2)N(C(=O)c2csnn2)C2CC2)o1 (stereo unspecified),i,1.9,i,i,i,i,i,-7.3,i,i,i
O=C(COc1ccccc1Cl)NCCCNC(=O)c1cnccn1,i,-0.4,i,i,i,i,i,-5.3,i,i,i
CCOC(=O)N1CCC(N2CCCC(CO)(Cc3cccc(OC)c3)C2)CC1 (stereo unspecified),i,3.0,i,i,i,i,i,-4.4,i,i,i
Cn1nnc(NC(=O)c2ccc3ccccc3c2)n1,i,0.3,i,i,i,i,i,1.4,i,i,i
CCCCn1c(N)c(N(CCOC)C(=O)c2cccc(N3C(=O)c4ccccc4C3=O)c2)c(=O)[nH]c1=O,i,11.1,i,i,i,i,i,-7.6,i,i,i
O=C(c1csc2ccccc12)N1CCN(c2ccc(Cl)c(Cl)c2)CC1,i,3.2,i,i,i,i,i,36.1,i,i,i
Cc1occc1C(=O)N1CCN(c2ccc([N+](=O)[O-])cc2)CC1,i,-6.6,i,i,i,i,i,-1.4,i,i,i
CCNC(=O)NC(=O)C(C)SCc1ccccc1C (stereo unspecified),i,5.2,i,i,i,i,i,1.6,i,i,i
CC(NC(=O)COC(=O)CSc1ccc(F)cc1)c1ccc(F)cc1 (stereo unspecified),i,3.7,i,i,i,i,i,-1.3,i,i,i
CCOc1ccc(-c2nc(CSc3nnc(C)s3)cs2)cc1OC,i,1.5,i,i,i,i,i,-4.5,i,i,i
Cn1c(NN)nc2ccccc2c1=O,i,-0.2,i,i,i,i,i,.,i,i,i
Cc1ccc(-c2nc(SC(C)C(=O)N3CCCC3)n[nH]2)cc1 (stereo unspecified),i,-2.1,i,i,i,i,i,9.3,i,i,i
COc1ccc(Nc2nc(-c3ccccc3O)nc3ccccc23)cc1,i,?,i,i,i,i,i,21.5,-6.96*,i,i
COc1ccccc1NC(=O)NCC(=O)Nc1ccc(F)c(F)c1,i,-3.2,i,i,i,i,i,4.0,i,i,i
Cc1cc(C)cc(NS(=O)(=O)c2ccc(Oc3ncc(C(F)(F)F)cc3Cl)cc2)c1,25*,-1.7,i,i,i,i,i,15.2,-8.23*,i,i
CC(C)=CC(=O)N1CCCC(N2CCN(c3ccc(F)cc3)CC2)C1 (stereo unspecified),i,-2.0,i,i,i,i,i,3.4,i,i,i
COc1cc2[nH]c(C(=O)Nc3ccc(F)cc3)cc2c(OC)c1OC,i,0.3,i,i,i,i,i,-3.3,i,i,i
C=CCn1cnc2c(nnn2-c2ccc(OC)c(OC)c2)c1=O,i,5.5,i,i,i,i,i,-1.2,i,i,i
CCOc1ccccc1NC(=O)Cn1c(=O)c2ccccc2n(CC)c1=O,i,0.6,i,i,i,i,i,-2.5,i,i,i
CC(=O)Nc1ccc(S(=O)(=O)Nc2cc(C)ccn2)cc1,i,-0.4,i,i,i,i,i,-2.8,i,i,i
CC(C)(C)N1CC2(c3ccccc3)CN(C(C)(C)C)CC(c3ccccc3)(C1)C2=O,i,7.4,i,i,i,i,i,0.3,i,i,i
CSCCC(NC(=O)/C(=C/c1ccc2c(c1)OCO2)NC(=O)c1cccc([N+](=O)[O-])c1)C(=O)O (stereo unspecified),i,10.7,i,i,i,i,i,-5.2,i,i,i
COc1ccccc1N1CCN(S(=O)(=O)CCNC(=O)CCCc2ccccc2)CC1,i,5.2,i,i,i,i,i,-2.6,i,i,i
CN(C)CCP(=O)(c1ccccc1)c1ccccc1,i,7.5,i,i,i,i,i,4.7,i,i,i
CN(C)C(=S)NC1CCS(=O)(=O)C1 (stereo unspecified),i,-4.8,i,i,i,i,i,-7.0,i,i,i
CCn1c(CC(=O)Nc2ccc(Cl)c(Cl)c2)nnc1SCc1ccc(Cl)cc1,i,0.4,i,i,i,i,i,-2.0,i,i,i
CC1CC(C)CN(S(=O)(=O)c2ccc3c(c2)n(C)c(=O)c(=O)n3C)C1 (stereo unspecified),i,.,i,i,i,i,i,-5.5,i,i,i
COc1cc2c(cc1OC)C1C/C(=N\O)C(CC(C)C)CN1CC2 (stereo unspecified),i,-3.2,i,i,i,i,i,2.5,i,i,i
Cc1ccc(C(=O)COC(=O)c2cc(Cl)ccc2O)cc1[N+](=O)[O-],i,-1.1,i,i,i,i,i,1.5,i,i,i
Cc1ccc2c(CNCc3ccccc3)cc(=O)oc2c1,i,-5.0,i,i,i,i,i,18.1,i,i,i
COc1ccc(COCC(O)CN2CCC(CN3C(=O)c4cccc5cccc(c45)C3=O)CC2)cc1OC (stereo unspecified),i,-7.7,i,i,i,-5.77*,i,2.4,i,i,i
Cc1sc(NC(=O)c2ccccc2)c(C(=O)N2CCN(C)CC2)c1C,i,-0.9,i,i,i,i,i,0.1,i,i,i
Nc1cc(C(=O)N2CCCC2)cc(C(=O)N2CCCC2)c1,i,-4.6,i,i,i,i,i,-10.9,i,i,i
O=C(NNC(=O)C1CCN(c2ncccn2)CC1)c1ccccc1,i,-3.7,i,i,i,i,i,21.4,i,i,i
CC1CCCCN1C(=O)CNCc1ccc(F)cc1 (stereo unspecified),i,-5.3,i,i,i,i,i,5.1,i,i,i
CC(C)N1CCC(N2CCN(Cc3ccc4nsnc4c3)CC2CCO)CC1 (stereo unspecified),i,-0.5,i,i,i,i,i,2.9,i,i,i
